PvdQ inh: P. aeruginosa PvdQ acylase inhibition; inhibition, % at 10 µM; purified PvdQ acylase, fluorescence plate reader; AID 488965; hit rate 0.063% among 340,000; in the data active = inhibition above about 30%, passing the limit was not always enough;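 note: 0% = vehicle neutral wells and 100% = reference inhibitor wells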
V-ATPase pH: regulators of yeast V-ATPase proton transport; S. cerevisiae, pHLuorin cytosolic pH fluorescence; response, % at 10 µM; hit rate 0.37% among 350,000; in the data active = response mostly above about 7.3%, no sharp cut-off; inactive = mostly below about 5.4%; note: actives read high; inactives centre near 0; some compounds called inactive have numbers as strong as hits; reference of the scale not given here
dFosB act: mouse delta FosB homodimer activation; purified delta FosB, TAMRA-CDK5 oligo fluorescence polarization; percent of positive-control signal above neutral wells; activation, % at 25 µM; P13346; hit rate 0.99% among 340,000; AID 493131;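 active = mean activation above about 17%, with every replicate also reaching it, limit read from the data, passing the limit was not always enough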;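 note: fluorescence polarization rise as delta FosB binds a TAMRA Cdk5 AP-1 oligo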
MITF act: increases MITF-driven TRPM1 promoter luciferase signal; SK-MEL-5 TRPM1-promoter luciferase, 24 h; % of positive control, neutral wells = 0; activation, % at 12.5 µM; hit rate 0.75% among 300,000; AID 588334;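 active = mean activation of at least 80% with every replicate also reaching 80%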;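 note: 0% = neutral control wells and 100% = parthenolide positive control wells; values of inactives mirror those of a sister screen read the other way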
SR-BI HDL uptake: blocks mouse SR-BI lipid uptake from DiI-HDL; AID 488896; ldlA[mSR-BI] CHO cells, DiI-HDL uptake fluorescence, 3 h; hit rate 0.96% among 320,000; inhibition, % at 12.5 µM;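 active = mean replicate inhibition of at least 70% and a set share of replicates each scoring 70 or more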;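 note: 0% = median of neutral control wells and 100% = median of positive control wells; values of inactives mirror those of a sister screen read the other way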
Target sequence (Q61009 whole entry, looked up): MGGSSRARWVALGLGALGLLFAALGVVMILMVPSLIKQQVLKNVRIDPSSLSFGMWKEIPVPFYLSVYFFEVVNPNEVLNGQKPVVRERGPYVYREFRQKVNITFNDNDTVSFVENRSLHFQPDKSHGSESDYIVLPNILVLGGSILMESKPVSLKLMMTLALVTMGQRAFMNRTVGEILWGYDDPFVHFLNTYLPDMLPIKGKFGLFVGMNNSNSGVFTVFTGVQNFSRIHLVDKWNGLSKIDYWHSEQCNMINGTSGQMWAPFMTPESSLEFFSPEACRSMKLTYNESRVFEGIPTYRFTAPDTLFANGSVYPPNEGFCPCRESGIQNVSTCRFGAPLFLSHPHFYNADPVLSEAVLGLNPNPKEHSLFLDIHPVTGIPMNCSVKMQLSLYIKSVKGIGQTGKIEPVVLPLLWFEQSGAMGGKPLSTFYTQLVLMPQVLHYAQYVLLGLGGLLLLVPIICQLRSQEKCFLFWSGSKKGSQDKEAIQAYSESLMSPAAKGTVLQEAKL
HTR5A inv ag: HTR5A inverse agonism, opioid heterodimer counter-screen. P47898. HTR5A cell line, luminescence. inhibition, % at 9.3 µM. hit rate 0.083% among 340,000. AID 504634; in the data active = inhibition mostly above about 23%, no sharp cut-off; inactive = mostly below about 18%;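 note: 0% = cells with DMSO and 100% = no-cell wells with DMSO; some compounds called inactive have numbers as strong as hits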
Target sequence (P47898 whole entry, looked up): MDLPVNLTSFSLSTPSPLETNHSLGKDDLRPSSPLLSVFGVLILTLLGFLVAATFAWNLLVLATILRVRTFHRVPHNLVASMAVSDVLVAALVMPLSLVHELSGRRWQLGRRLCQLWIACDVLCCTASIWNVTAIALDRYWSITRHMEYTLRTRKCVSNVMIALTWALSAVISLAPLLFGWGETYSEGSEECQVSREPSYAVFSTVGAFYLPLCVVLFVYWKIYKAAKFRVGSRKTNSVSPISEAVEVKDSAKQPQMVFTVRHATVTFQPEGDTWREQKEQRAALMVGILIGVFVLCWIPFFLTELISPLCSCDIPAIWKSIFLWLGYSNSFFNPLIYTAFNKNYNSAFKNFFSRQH
Wnt bcat act: activates Wnt/beta-catenin signaling in a reporter cell assay; activator, plate reader; activation, % at 9.35 µM; hit rate 1.2% among 300,000; AID 743398; in the data active = activation above about 30%, passing the limit was not always enough;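 note: 0% = neutral control wells and 100% = positive control wells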
NSD2 inh: NSD2 (human) methyltransferase inhibition; O96028; hit rate 0.54% among 310,000; AID 743445; NSD2 peptide methylation, AlphaScreen, 120 min; inhibition, % at 12.5 µM; in the data active = inhibition above about 50%
HTR5A ag ctr: activates human HTR5A in OPRM1-OPRD1 agonist counter-screen; P47898; HTR5A agonist assay, luminescence, cell-based; activation, % at 9.3 µM; hit rate 0.61% among 340,000; AID 504692; in the data active = activation mostly above about 9.5%, no sharp cut-off; inactive = mostly below about 7.6%;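 note: 0% = cells with vehicle only and 100% = reference agonist; strong numbers were not always called active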
CDK5 inh: CDK5/p35 (human) kinase inhibition | Q00535+Q15078 | Recombinant CDK5/p35, ADP-Glo luminescence, 60 min | hit rate 0.01% among 330,000 | inhibition, % at 10 µM;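 active = highest replicate inhibition of at least 50% and at least 75% of replicates reaching 50%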;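 note: plate controls were DMSO neutral control for no effect and GW8510 at 10 µM for full effect; many of its hits are not listed in these tables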
* = called active by the depositor.

How did CC(=O)c1c(C)[nH]c(C(=O)OCC(=O)NCCC2=CCCCC2)c1C do in these assays?
PvdQ inh: 10; V-ATPase pH: -2; dFosB act: -8; MITF act: -15; SR-BI HDL uptake: -3; HTR5A inv ag: -8; Wnt bcat act: -2; NSD2 inh: 0; HTR5A ag ctr: 1; CDK5 inh: -0.6

Results for CCOC(=O)CSc1nnc(-c2cccnc2)n1C ?
PvdQ inh: -10; V-ATPase pH: 0; dFosB act: 2; MITF act: -8; SR-BI HDL uptake: -27; HTR5A inv ag: -16; Wnt bcat act: 6; NSD2 inh: -1; HTR5A ag ctr: 1; CDK5 inh: 1.8

What do the screens show for `O=S1(=O)CC/C(=N/Nc2ccc(C(F)(F)F)cn2)c2cc(F)ccc21`?
PvdQ inh: 9; V-ATPase pH: 6; dFosB act: -6; MITF act: 3; SR-BI HDL uptake: 9; HTR5A inv ag: 18; Wnt bcat act: -1; NSD2 inh: -2; HTR5A ag ctr: -2; CDK5 inh: 1.6

How did CC1CN(CCCCOc2ccc3ccccc3c2)CC(C)O1 (centres undefined) do in these assays?
PvdQ inh: -24; V-ATPase pH: 1; dFosB act: -13; MITF act: -5; SR-BI HDL uptake: -5; HTR5A inv ag: -14; Wnt bcat act: -2; NSD2 inh: 3; HTR5A ag ctr: 7; CDK5 inh: 2.3

Results for NC(=O)Nc1ccc(C(=O)OCC(=O)NC2CCCCC2)cc1 ?
PvdQ inh: -10; V-ATPase pH: -1; dFosB act: -9; MITF act: 1; SR-BI HDL uptake: -16; HTR5A inv ag: -8; Wnt bcat act: 0; NSD2 inh: -3; HTR5A ag ctr: 3; CDK5 inh: 0.6

What do the screens show for `COc1cc2c(cc1OC)CN(C(=O)C1(c3ccccc3)CC1)CC2`?
PvdQ inh: -12; V-ATPase pH: 1; dFosB act: -12; MITF act: -7; SR-BI HDL uptake: 13; HTR5A inv ag: 11; Wnt bcat act: 0; NSD2 inh: 1; HTR5A ag ctr: -4; CDK5 inh: -0.6

What do the screens show for `CCNC(=O)/C(C#N)=C/c1c(N2CCN(Cc3ccc4c(c3)OCO4)CC2)nc2c(C)cccn2c1=O`?
PvdQ inh: -9; V-ATPase pH: -1; dFosB act: -6; MITF act: -15; HTR5A inv ag: 2; Wnt bcat act: -1; NSD2 inh: 4; HTR5A ag ctr: -1; CDK5 inh: -0.6

What do the screens show for `CCNC(=O)CC1C(=O)N(c2ccc(F)cc2)C(=O)N1CCc1ccc(OC)cc1` (centres undefined)?
PvdQ inh: -17; V-ATPase pH: -1; dFosB act: 6; MITF act: -40; SR-BI HDL uptake: -22; HTR5A inv ag: -18; NSD2 inh: 3; HTR5A ag ctr: 1; CDK5 inh: -0.5

Results for CCN(CC(=O)NCc1ccc(F)cc1)CC(=O)Nc1ccccc1-c1ccccc1 ?
PvdQ inh: -1; V-ATPase pH: -2; dFosB act: -7; MITF act: -7; SR-BI HDL uptake: 5; HTR5A inv ag: -8; Wnt bcat act: -2; NSD2 inh: -3; HTR5A ag ctr: -3; CDK5 inh: 1.7

How did O=C(Cc1ccc(Cl)cc1)Nc1ccncc1 do in these assays?
PvdQ inh: -8; V-ATPase pH: 3; dFosB act: -2; MITF act: -13; SR-BI HDL uptake: -1; HTR5A inv ag: -12; Wnt bcat act: 1; NSD2 inh: -4; HTR5A ag ctr: 5; CDK5 inh: 2.5

How did CCOC(=O)c1nnn2c1nc(N1CCCCC1)c1ccccc12 do in these assays?
PvdQ inh: -11; V-ATPase pH: -1; dFosB act: -29; SR-BI HDL uptake: 13; HTR5A inv ag: -11; Wnt bcat act: 2; NSD2 inh: -2; HTR5A ag ctr: 0; CDK5 inh: 1.8

What do the screens show for `C/C(=N\NC(=O)Cc1cccc2ccccc12)c1ccncc1`?
PvdQ inh: 4; V-ATPase pH: 0; dFosB act: -2; MITF act: 4; SR-BI HDL uptake: 8; HTR5A inv ag: 4; NSD2 inh: -4; HTR5A ag ctr: -1; CDK5 inh: -1.0

How did CC1=NN(c2ccccc2)C(=O)/C1=C/C=C/c1ccc(N(C)C)cc1 do in these assays?
PvdQ inh: -10; V-ATPase pH: 5; dFosB act: -17; MITF act: 0; SR-BI HDL uptake: 37; HTR5A inv ag: 9; Wnt bcat act: 20; NSD2 inh: 11; HTR5A ag ctr: -2; CDK5 inh: 17

What do the screens show for `Cc1cc(C)nc(SCc2nnc(SCC(=O)Nc3ccccc3C)n2Cc2ccco2)n1`?
PvdQ inh: 2; V-ATPase pH: 4; dFosB act: -4; MITF act: -8; SR-BI HDL uptake: 50; HTR5A inv ag: -42; Wnt bcat act: -7; NSD2 inh: -1; HTR5A ag ctr: 0; CDK5 inh: -0.5

Results for Cn1c(=O)[nH]c2c(c(C(=O)O)nn2C)c1=O ?
PvdQ inh: 0; V-ATPase pH: -5; dFosB act: -3; MITF act: 0; SR-BI HDL uptake: -13; HTR5A inv ag: -10; Wnt bcat act: -5; HTR5A ag ctr: 3; CDK5 inh: 12

What do the screens show for `O=C1N/C(=N\c2ccccn2)SC1Cc1ccc(Cl)cc1` (centres undefined)?
PvdQ inh: 2; V-ATPase pH: -4; dFosB act: 13; MITF act: 11; SR-BI HDL uptake: 17; HTR5A inv ag: 17; Wnt bcat act: -1; NSD2 inh: -1; HTR5A ag ctr: -6; CDK5 inh: -0.5

Results for COc1ccccc1CNC(=O)C(=O)NCC1OCCN1C(=O)c1cccs1 (centres undefined) ?
PvdQ inh: -4; V-ATPase pH: -1; dFosB act: -1; MITF act: -6; SR-BI HDL uptake: -35; HTR5A inv ag: -15; Wnt bcat act: -1; NSD2 inh: -3; HTR5A ag ctr: -1; CDK5 inh: -0.2

What do the screens show for `COc1ccccc1OCCC(=O)Nc1cccc(S(=O)(=O)N2CCOCC2)c1`?
PvdQ inh: -9; V-ATPase pH: -3; dFosB act: -3; SR-BI HDL uptake: 6; HTR5A inv ag: 2; Wnt bcat act: -2; NSD2 inh: -1; HTR5A ag ctr: -1; CDK5 inh: 1.3

How did CC(C)(C)[C@@H]1C=C(C(=O)O)O[C@H](OCCCCO)C1 do in these assays?
PvdQ inh: -5; V-ATPase pH: 2; dFosB act: 5; MITF act: -4; HTR5A inv ag: -9; Wnt bcat act: -2; HTR5A ag ctr: 3; CDK5 inh: 0.6

Results for Cn1c(=O)c2c(nc(NCc3ccccc3)n2CC(N)=O)n(C)c1=O ?
PvdQ inh: -8; V-ATPase pH: 0; dFosB act: -2; MITF act: -14; Wnt bcat act: 3; NSD2 inh: -1; CDK5 inh: -0.2

What do the screens show for `COc1ccc(/C(O)=C2/C(=O)C(=O)N(CCN(C)C)C2c2cccnc2)cc1C` (centres undefined)?
PvdQ inh: 12; V-ATPase pH: 2; dFosB act: -1; MITF act: 3; SR-BI HDL uptake: -9; HTR5A inv ag: -18; Wnt bcat act: -1; HTR5A ag ctr: 7; CDK5 inh: -1.5

Results for O=C(COC(=O)CN1C(=O)c2ccccc2C1=O)Nc1ncc(Cl)cc1Cl ?
PvdQ inh: -11; V-ATPase pH: -3; dFosB act: -6; MITF act: -9; SR-BI HDL uptake: -9; HTR5A inv ag: 17; NSD2 inh: 1; HTR5A ag ctr: 2; CDK5 inh: -0.7

What do the screens show for `O=C(CSc1ccccn1)N/N=C/c1cccc([N+](=O)[O-])c1`?
PvdQ inh: -14; V-ATPase pH: -3; dFosB act: -3; MITF act: -15; SR-BI HDL uptake: -20; HTR5A inv ag: 21; Wnt bcat act: 4; NSD2 inh: -1; HTR5A ag ctr: 0; CDK5 inh: 0.6

How did COc1ccc(N(CC(=O)NCCSC2CCCCC2)S(=O)(=O)c2ccccc2)c(OC)c1 do in these assays?
PvdQ inh: 8; V-ATPase pH: 4; dFosB act: -9; MITF act: -3; SR-BI HDL uptake: -6; HTR5A inv ag: -14; Wnt bcat act: 0; NSD2 inh: 0; HTR5A ag ctr: 4; CDK5 inh: 0.9

Results for Cc1ccn2c(=O)nc(SCC(=O)NCc3ccccc3)nc2c1 ?
PvdQ inh: -13; V-ATPase pH: 4; dFosB act: -14; MITF act: -6; SR-BI HDL uptake: 4; HTR5A inv ag: 6; Wnt bcat act: 0; NSD2 inh: -1; HTR5A ag ctr: -2; CDK5 inh: 1.2

What do the screens show for `O=C(COc1ccc(NC(=O)c2ccccc2)cc1)c1ccccc1`?
PvdQ inh: 5; V-ATPase pH: -5; dFosB act: -6; MITF act: 2; SR-BI HDL uptake: 24; HTR5A inv ag: -7; Wnt bcat act: 3; NSD2 inh: 0; HTR5A ag ctr: -1; CDK5 inh: 1.1

Results for O=C(CSc1nnc(CNC(=O)c2ccc(F)cc2)o1)NCc1ccc2c(c1)OCO2 ?
PvdQ inh: -8; V-ATPase pH: 0; dFosB act: -5; MITF act: -23; SR-BI HDL uptake: -2; HTR5A inv ag: 25; Wnt bcat act: 2; NSD2 inh: 3; HTR5A ag ctr: -10; CDK5 inh: -0.9

Results for CC1CCN(CC(C)CNC(=O)c2cc(-c3ccccn3)nc3ccccc23)CC1 (centres undefined) ?
PvdQ inh: -17; V-ATPase pH: -2; dFosB act: -13; MITF act: 7; SR-BI HDL uptake: 1; HTR5A inv ag: 5; Wnt bcat act: -2; NSD2 inh: 0; HTR5A ag ctr: 5; CDK5 inh: 1.1

What do the screens show for `Cc1ccc(/C=C/C(=O)N2CCCC(C)C2)cc1` (centres undefined)?
PvdQ inh: -4; V-ATPase pH: 8; dFosB act: -5; MITF act: 88*; SR-BI HDL uptake: -3; HTR5A inv ag: -4; Wnt bcat act: -2; NSD2 inh: -1; HTR5A ag ctr: -1; CDK5 inh: -3.0

What do the screens show for `O=c1cc2c(=O)oc3cc(O)c(O)oc3c2c(O)c1O`?
PvdQ inh: -5; V-ATPase pH: -1; dFosB act: -18; MITF act: 3; SR-BI HDL uptake: -15; HTR5A inv ag: -8; Wnt bcat act: -4; HTR5A ag ctr: 2; CDK5 inh: 9.3

How did CC(C)=NNc1nc2sc3c(c2c(=O)[nH]1)CC(C)(C)OC3 do in these assays?
PvdQ inh: -19; V-ATPase pH: 3; dFosB act: 0; MITF act: -4; SR-BI HDL uptake: -15; HTR5A inv ag: 8; Wnt bcat act: -4; NSD2 inh: 0; HTR5A ag ctr: -3; CDK5 inh: -0.6

What do the screens show for `Cc1ccc(C)c(NC(=S)NCCc2ccc(S(N)(=O)=O)cc2)c1`?
PvdQ inh: -9; V-ATPase pH: 0; dFosB act: -5; MITF act: 11; SR-BI HDL uptake: 20; HTR5A inv ag: 26; Wnt bcat act: 14; NSD2 inh: 3; HTR5A ag ctr: 2; CDK5 inh: -0.4

How did COc1cc(OC)c(OC)cc1CN(C)CCc1ccccn1 do in these assays?
PvdQ inh: -12; V-ATPase pH: 2; dFosB act: -7; MITF act: 5; SR-BI HDL uptake: -14; HTR5A inv ag: 5; NSD2 inh: 2; HTR5A ag ctr: -3; CDK5 inh: 0.5

What do the screens show for `CCc1cccc(NC(=O)Nc2ccc3c(c2)OCO3)c1`?
PvdQ inh: 5; V-ATPase pH: -3; dFosB act: -4; MITF act: 37; SR-BI HDL uptake: 32; HTR5A inv ag: -4; Wnt bcat act: 10; NSD2 inh: 1; HTR5A ag ctr: 2; CDK5 inh: -0.3

How did CCOc1ccc(CCNC(=O)COC(=O)c2ccccc2O)cc1OCC do in these assays?
PvdQ inh: 2; V-ATPase pH: -1; dFosB act: -2; MITF act: 6; SR-BI HDL uptake: 11; HTR5A inv ag: 11; Wnt bcat act: 1; NSD2 inh: -7; HTR5A ag ctr: -1; CDK5 inh: -3.1

High-throughput results (PubChem BioAssay)
